# TEAD-YAP inh: TEAD-YAP interaction inhibition, primary screen, TEAD-YAP interaction inhibitor project, luminescence, HEK-TIYL cells; TEAD-Gal4/YAP UAS-luciferase luminescence; inhibition, % at 9.12 µM; 1.4% of 640,000 active; AID 1259422, 2018; in the data active means inhibition above about 32%;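 further: 0% = median of test compound wells and 100% = reference inhibitor wells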
# GPR151 ag: activators of human GPR151, primary screen, cell-based, PathHunter beta-arrestin, luminescence; PathHunter beta-arrestin GPR151 cells; activation, % at 11.2 µM; 1% of 650,000 active; in the data active means activation above about 4.9%;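 further: 0% = median of compound wells and 100% = cells with positive control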
# Target sequence (Q8TDV0 whole entry, looked up): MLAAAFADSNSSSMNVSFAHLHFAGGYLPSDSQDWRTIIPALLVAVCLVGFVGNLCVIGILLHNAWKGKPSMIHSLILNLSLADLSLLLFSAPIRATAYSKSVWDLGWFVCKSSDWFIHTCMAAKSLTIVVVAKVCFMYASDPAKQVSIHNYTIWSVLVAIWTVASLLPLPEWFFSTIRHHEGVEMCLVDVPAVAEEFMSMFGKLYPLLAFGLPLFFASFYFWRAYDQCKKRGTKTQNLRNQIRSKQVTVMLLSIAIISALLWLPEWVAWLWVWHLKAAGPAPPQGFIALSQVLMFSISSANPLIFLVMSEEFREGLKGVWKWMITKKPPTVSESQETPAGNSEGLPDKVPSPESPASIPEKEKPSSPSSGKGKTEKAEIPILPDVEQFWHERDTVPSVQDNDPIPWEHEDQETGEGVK
# FBW7 act: FBW7 E3 ligase activators, primary screen, biochemical, AlphaScreen, human | AlphaScreen FBW7–phospho-cyclin E peptide binding, activator screen | normalized activity (activation), % at 26.1 µM | F-box/WD repeat-containing protein 7 (Homo sapiens), Q969H0 | 0.13% of 650,000 active; in the data active means normalized activity above about 1.9%;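 further: purified mutant Fbw7 with reduced substrate affinity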
# Target sequence (Q969H0 whole entry, looked up): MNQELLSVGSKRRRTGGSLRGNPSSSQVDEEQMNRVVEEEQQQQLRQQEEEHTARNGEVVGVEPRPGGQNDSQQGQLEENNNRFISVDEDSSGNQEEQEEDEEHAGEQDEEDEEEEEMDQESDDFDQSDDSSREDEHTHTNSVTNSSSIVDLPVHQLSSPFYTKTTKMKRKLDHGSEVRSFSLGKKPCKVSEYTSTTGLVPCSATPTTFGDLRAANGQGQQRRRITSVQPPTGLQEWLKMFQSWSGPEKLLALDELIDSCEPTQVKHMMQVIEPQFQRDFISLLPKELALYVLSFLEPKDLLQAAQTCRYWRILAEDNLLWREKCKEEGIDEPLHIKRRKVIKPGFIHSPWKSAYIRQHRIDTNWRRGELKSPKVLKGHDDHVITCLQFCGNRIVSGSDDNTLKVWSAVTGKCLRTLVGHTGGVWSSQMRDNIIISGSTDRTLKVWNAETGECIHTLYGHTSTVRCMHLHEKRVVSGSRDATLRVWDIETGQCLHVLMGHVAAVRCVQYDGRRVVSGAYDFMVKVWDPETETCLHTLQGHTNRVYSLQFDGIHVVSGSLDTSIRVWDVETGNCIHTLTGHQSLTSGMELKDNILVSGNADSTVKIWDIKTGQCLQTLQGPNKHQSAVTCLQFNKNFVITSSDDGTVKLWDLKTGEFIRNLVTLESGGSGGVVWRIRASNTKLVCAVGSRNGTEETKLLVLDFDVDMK
# MITF inh: MITF inhibitors, primary screen, biochemical, AlphaScreen, human; Microphthalmia-associated transcription factor (Homo sapiens), O75030; AlphaScreen MITF homodimerization, bead proximity signal; inhibition, % at 2.6 µM; 0.91% of 650,000 active; AID 1259374, 2018; in the data active means inhibition above about 50%;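 further: 0% = vehicle wells with protein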
# * = called active by the depositor.
# Every second line gives: FBW7 act, MITF inh, GPR151 ag, TEAD-YAP inh
O=C(NCc1ccc(Cl)cc1)c1ccc2c(c1)NC(=O)C(CS(=O)(=O)Cc1ccccc1Cl)N2 (stereo not given)
  -0.2, -4, 1.3, -4
COc1ccc(C(C)C)cc1S(=O)(=O)NC(C)c1ccccc1 (stereo not given)
  0.0, -14, 3.9, 2
Cc1ccc(-n2c(C)cc(C(=O)CSc3nnnn3C)c2C)cc1
  -0.4, 3, -3.5, -44
O=C(c1ccco1)N1CCC(O)(c2ccccc2)CC1
  0.1, 10, 0.8, -8
CN(c1ccccc1)S(=O)(=O)c1ccc(C(=O)Nc2nc(-c3ccncc3)cs2)cc1
  -0.1, -5, 1.7, -12
O=C(NC1CCN(Cc2ccccc2)CC1)c1csc(-c2ccc(N3CCOCC3)nc2)n1
  0.1, 11, -0.6, -3
COc1ccc(-c2nn(-c3ccccc3)cc2/C=C2\C(=O)NN=C2C)cc1[N+](=O)[O-]
  0.0, -21, 3.1, 7
CC(=O)Nc1ccc(NC(=O)c2sc3nc(-c4ccc(F)cc4)cn3c2C)cc1
  0.3, 3, -0.4, -1
CC(C)(C)SC(C(=O)N1CCOCC1)c1ccc(Br)cc1 (stereo not given)
  0.1, 0, 0.7, -1
COC(=O)c1ccc(NC(=O)/C(=C\c2ccc(OC)cc2)NC(=O)c2ccccc2)cc1
  0.1, 5, 0.8, 8
COC(=O)c1c(-c2ccccc2)nn(-c2ccccc2)c1C
  -0.1, -6, 0.7, -2
CCCCC(=O)c1c(O)c2ccccc2oc1=O
  -0.2, -1, -1.0, -6
COc1ccc(C2C=C(c3cccc(NC(C)=O)c3)Nc3ncnn32)cc1 (stereo not given)
  0.0, 15, -2.8, 5
COCCNc1nc(-c2c[nH]c3ccccc23)cs1
  0.4, 7, 3.5, 1
COCCNc1oc2c(c1-c1cccc(OC)c1)c(=O)oc1c(C)cccc12
  0.0, 7, 2.8, 10
CC(=O)C(Sc1nnc(-c2c[nH]c3ccccc23)n1-c1ccc(F)cc1)C(C)=O
  -0.1, 5, 1.7, 6
CC(C)(C)C1(O)CC(C(F)(F)F)=NN1C(=O)c1ccc(Cl)cc1 (stereo not given)
  0.1, 2, 0.0, -1
CCOC(=O)CN(Cc1ccccc1)C(C(=O)Nc1ccc(C(C)C)cc1)c1ccccc1 (stereo not given)
  0.2, 9, 0.2, -11
CCC(C(=O)NCc1ccccn1)n1nc(C)n2c(cc3occc32)c1=O (stereo not given)
  0.5, 11, -0.9, 2
Cc1cc2c(=O)n(CC(=O)N3CCN(C)CC3)cnc2s1
  -0.1, -7, -0.5, 0

# Ordered by molar mass (descending): part of the list above.
# Every second line gives: FBW7 act, MITF inh, GPR151 ag, TEAD-YAP inh
O=C(NC1CCN(Cc2ccccc2)CC1)c1csc(-c2ccc(N3CCOCC3)nc2)n1
  0.1, 11, -0.6, -3
CN(c1ccccc1)S(=O)(=O)c1ccc(C(=O)Nc2nc(-c3ccncc3)cs2)cc1
  -0.1, -5, 1.7, -12
COCCNc1oc2c(c1-c1cccc(OC)c1)c(=O)oc1c(C)cccc12
  0.0, 7, 2.8, 10
COc1ccc(C2C=C(c3cccc(NC(C)=O)c3)Nc3ncnn32)cc1 (stereo not given)
  0.0, 15, -2.8, 5
CC(C)(C)C1(O)CC(C(F)(F)F)=NN1C(=O)c1ccc(Cl)cc1 (stereo not given)
  0.1, 2, 0.0, -1
COc1ccc(C(C)C)cc1S(=O)(=O)NC(C)c1ccccc1 (stereo not given)
  0.0, -14, 3.9, 2
Cc1cc2c(=O)n(CC(=O)N3CCN(C)CC3)cnc2s1
  -0.1, -7, -0.5, 0

# The list goes on:
# Every second line gives: FBW7 act, MITF inh, GPR151 ag, TEAD-YAP inh
Cc1cnc(C)c(-c2ccc(F)c3c2OC(CNC(=O)C2CCCCN2C)C3)n1 (stereo not given)
  -0.1, 7, -1.2, -6
Cc1ncc([N+](=O)[O-])n1CC(=O)Nc1nn(-c2ccccc2)nc1C(N)=O
  -0.2, 0, -0.1, -5
Cc1csc(NC(=O)CSc2nc(-c3ccco3)nc3c2c(=O)n(C)c(=O)n3C)n1
  0.0, -4, 6.6*, -8
NS(=O)(=O)c1ccc(CCNC(=O)c2ccccc2Br)cc1
  0.0, -1, -0.3, -1
CCOC(=O)C(C)Sc1ccc2nnc(-c3ccc(OCC)cc3)n2n1 (stereo not given)
  0.0, -2, -0.1, -4
O=C(Cc1ccc(NS(=O)(=O)Cc2ccc(F)cc2)cc1)NC1CC1
  -0.2, 5, 0.5, -1
COCCNc1nc2c(-c3ccccc3)nnn2c2ccccc12
  -0.1, -1, 1.5, 2
CCCSc1nnc(N2C(=O)CC(c3ccsc3)C3=C2CCCC3=O)s1 (stereo not given)
  -0.1, 16, 0.1, 9
COc1cc(OC)cc(C(=O)c2c(C)c(C#N)c3ccccn23)c1
  -0.1, 7, 0.3, 13
O=C(O)c1ccc(NCc2ccc3c(c2)OCO3)cc1
  0.1, 8, -1.3, 0
COc1cc(NC(=O)c2csc(Oc3ccccc3)n2)cc(OC)c1OC
  0.0, -3, 0.2, 10
CN(C)c1cccc(Nc2ccc(N3CCC(C(=O)NCc4cccc(C(F)(F)F)c4)CC3)nn2)c1
  0.0, 12, 2.0, -20
CCc1ccccc1NC(=O)CN(Cc1ccc(Br)cc1)S(=O)(=O)c1ccccc1
  0.0, 0, -1.5, 3
Cc1ccc(S(=O)(=O)CCC(=O)Nc2ccc(F)cc2F)cc1
  0.5, 12, 0.7, 2
COc1ccc(OC)c(C2C(C#N)=C(N)Oc3c2c(C)nn3-c2ccc(C)cc2)c1 (stereo not given)
  0.0, -6, 0.2, 12
COc1ccc(C(CC(=O)O)NC(=O)c2ccc(C(C)(C)C)cc2)cc1OC (stereo not given)
  0.1, 6, 0.7, 5
COc1ccc(-n2nc(C(=O)NCC(=O)Nc3ccc(C)cc3Br)c3ccccc3c2=O)cc1OC
  -0.1, -16, 2.4, -1
Cc1noc(C)c1CC1(c2ccc3c(c2)OCO3)C(=O)Nc2ccccc21 (stereo not given)
  -0.1, -1, 0.3, 13
COc1cc(CN2CCNC(=O)C2CC(=O)NCCCOC(C)C)cc(OC)c1 (stereo not given)
  0.0, -10, 0.4, 1
COc1ccc(CCNC(=O)CN(CCc2ccccc2)S(=O)(=O)c2ccccc2)cc1OC
  1.1, 14, -0.5, 15
COC(=O)c1cc(CNC(=O)c2cn3ccccc3n2)cc(NC(=O)C2CCCCC2)c1
  -0.2, 2, 0.1, 3
CCC1(C2CCN(Cc3ccoc3)CC2)NC(=O)N(CCc2ccc(OC)cc2)C1=O (stereo not given)
  -0.2, -17, 14*, 3
COc1ccccc1N1C(=O)c2cccc(NC(C)=O)c2C1=O
  -0.1, -8, -1.4, 2
O=C(Nc1ccc(N2CCC(NCC3COCCO3)CC2)cc1)c1ccccc1F (stereo not given)
  -0.4, -7, -0.4, -14
C=C(C)CSc1nc2sc3c(c2c(=O)n1CC(=C)C)CC(C)(C)OC3
  -0.1, 8, -0.6, 11
O=C(Cn1c(=O)oc2cc(Br)ccc21)N1CCCCC1
  -0.2, -2, 0.0, -10
COc1ccc(CCNc2nc(Nc3ccc(N4CCOCC4)cc3)nc3c2ncn3C2CCCCC2)cc1
  0.1, 3, 0.2, 7
CCOc1ccc(/C=C(\C#N)c2nc3ccccc3s2)cc1OC
  0.1, 2, -0.9, 0
CCOC(=O)C1=C(C)N=c2s/c(=C\c3ccc(-c4ccc(Br)cc4)o3)c(=O)n2C1c1ccc(OC)cc1 (stereo not given)
  -0.1, 6, -0.4, -11
CC1CCCN(C(=O)Cc2noc3ccccc23)C1 (stereo not given)
  0.0, -1, 1.5, -11
Cc1c(C(=O)NC2CCCCC2)sc2ncn(CC(=O)N3CCCC(C)C3)c(=O)c12 (stereo not given)
  -0.1, 2, -0.4, 5
COc1cc(NC(=O)CSc2ncnc3sc(C)c(C)c23)c(C(=O)O)cc1OC
  -0.1, -6, -0.5, -6
O=C(c1nn2c(c1Br)NC(c1cccs1)CC2C(F)(F)F)N(Cc1ccccc1)Cc1ccccc1 (stereo not given)
  0.1, -1, -1.4, 8
CC(C)(C)NC(=O)CSc1nc2ccccc2[nH]1
  0.1, 5, -1.6, -6
O=C(c1ccccc1)N(Cc1nc2ccccc2c(=O)[nH]1)C1CCCC1
  0.1, 13, -1.4, -6
CCC1=NN2C(=N)/C(=C/c3cc(Cl)c(OCCOc4ccc(C(C)CC)cc4)c(OC)c3)C(=O)N=C2S1 (stereo not given)
  0.1, -6, 1.3, -2
CC1CCN(S(=O)(=O)N2CCC(C(=O)NC3CCCCCC3)CC2)CC1
  0.2, -3, -0.8, -4
COc1ccc(-n2nnnc2C2CCN(S(=O)(=O)c3cc(F)ccc3C)CC2)cc1
  0.0, -2, 1.0, 8
COc1cc(-c2nc3ccc(C(=O)NCC4CCCO4)cc3nc2-c2cc(OC)c(OC)c(OC)c2)cc(OC)c1OC (stereo not given)
  1.3, 15, -1.5, -13
CC1=C(C(=O)OCCOc2ccccc2)C(c2ccccc2OCc2ccccc2)C2=C(CCCC2=O)N1 (stereo not given)
  0.2, 4, 0.4, 5

# One compound at a time, from the list above. Order of screens: FBW7 act | MITF inh | GPR151 ag | TEAD-YAP inh
# Shown for C=C(C)CSc1nc2sc3c(c2c(=O)n1CC(=C)C)CC(C)(C)OC3 : -0.1 | 8 | -0.6 | 11
# Shown for CC(C)(C)NC(=O)CSc1nc2ccccc2[nH]1 : 0.1 | 5 | -1.6 | -6

# Remaining list, next part.
# Every second line gives: FBW7 act, MITF inh, GPR151 ag, TEAD-YAP inh
Cc1ccc(NC(=O)CCC(=O)NNC(=O)c2ccc(F)cc2)c(C)c1
  0.1, 13, 0.4, 8
CCOC(=O)C1=C(C)NC2=C(C(=O)CC(c3cccs3)C2)C1c1ccc(C(F)(F)F)cc1 (stereo not given)
  0.0, -4, 0.8, -1
Cc1cccnc1C(NC(=O)C1CCN(C(=O)c2ccno2)CC1)c1cccs1 (stereo not given)
  0.1, 20, -0.9, 1
Cc1cccc(NC(=S)NC(=O)CC(C)C)c1
  0.0, 3, 0.1, -21
Cc1cccn2c(=O)c3cc(C(=O)N4CC(C)OC(C)C4)n(C)c3nc12 (stereo not given)
  0.0, 4, 0.0, 12
O=C(CCc1nc2ccccc2[nH]1)N1CCC(Cc2ccccc2)CC1
  -0.1, 17, -0.4, 7
COc1cccc(Nc2nc(-c3ccc(F)cc3)cs2)c1
  0.1, -2, 4.4, -61
O=C(CSC1Nc2sc3c(c2C(=O)N1c1ccccc1)CCCCC3)c1ccccc1 (stereo not given)
  -0.1, 22, -0.6, -1
COc1cccc(CN(CCN(C)C)C(=O)c2cnc3cc(-c4cn[nH]c4)ccn23)c1
  -0.1, -4, -1.7, -10
Nc1cc(C(=O)OCC(=O)Nc2ccc(OC(F)F)cc2)ccc1Cl
  -0.1, -3, -0.8, 2
O=C(N=C1N=C2C=CC(I)=CN2Cc2ccccc21)c1ccccc1
  0.2, -1, -1.1, -43
CCOc1cccc(/C=C2/C(=N)N3OC(C)=CC3=NC2=O)c1
  0.4, 6, -1.8, 4
c1cncc(CNc2nc(N3CCc4ccccc4C3)nc3c2ncn3C2CCCCC2)c1
  0.2, 3, -0.9, 2
CCC(=O)NC(c1nnc2n1CCN(Cc1ccc(SC)cc1)CC2)C(C)C (stereo not given)
  -0.1, -5, -0.7, 4
O=C(O)/C=C/c1cccc(NC(=O)c2ccccc2)c1
  -0.4, -1, -5.6, 2
CCOc1ccc(NC(=O)CSc2nnc(CCc3ccccc3)n2CCOC)cc1
  0.2, 3, -0.2, 8
COc1cccc(CNC(=O)Cn2cnc3c(-c4ccc(Cl)cc4)csc3c2=O)c1OC
  -0.2, 9, 0.0, 0
CCNC(=O)Nc1n[nH]c(-c2ccccc2)n1
  0.0, -10, 2.9, 7
CCNc1nc(NCC)n2c(SCC(=O)NC34CC5CC(CC(C5)C3)C4)nnc2n1
  0.5, 15, 1.8, 0
COc1ccc(C2C(C#N)=C(N)SC3C(=O)N(c4ccc(C)cc4)C(=O)C32)cc1 (stereo not given)
  0.0, -3, -1.1, 2
CCN(CC)C(=O)Cn1c(=O)n(-c2ccc(Cl)cc2)c(=O)c2c3c(sc21)CCC3
  0.0, 8, 0.6, 4
O=C(Nc1ccc(S(=O)(=O)NC2CCCCC2)cc1)C(F)(F)F
  0.0, 0, 1.0, 0
O=C(CSc1nc2sc3c(c2c(=O)n1-c1ccc(OC(F)F)cc1)CCCC3)c1ccc(Cl)cc1
  -0.1, 3, 1.1, 4
C=CCNC(=O)CCCCn1c(=S)[nH]c2ccsc2c1=O
  -0.1, -1, 0.0, 3
CC(C)CC(=O)Nc1nnc(Cc2ccccc2)s1
  -0.1, -2, -0.6, -22
CCOc1nc(NC(=O)NS(=O)(=O)Oc2ccccc2)nc(-c2ccccc2)n1
  -0.1, 4, -0.6, -10
CCCN1CCN(c2ncnc3sc(C(=O)Nc4cnc5ccccc5c4)c(C)c23)CC1
  0.1, 2, -1.0, -2
O=C(C1CC1)N(c1ccc(Br)cc1)C1C=CS(=O)(=O)C1 (stereo not given)
  0.3, 13, 0.9, 1
Cc1ccc(C(=O)NNC(=O)CCCSc2nc3ccccc3[nH]2)cc1
  -0.1, -1, 1.5, -1
O=C(N/N=C/c1cccc(Oc2ccccc2)c1)C(O)c1ccccc1 (stereo not given)
  0.1, 13, 0.0, 2
OC1CCC(Nc2nccn3c(-c4ccc(OC(F)(F)F)cc4)cnc23)CC1 (stereo not given)
  -0.5, 18, 0.7, 7
Cc1ccc(NC(=O)CN2CCC(C(N)=O)CC2)cc1
  0.4, -4, 0.4, 1

# Screening data deposited in PubChem BioAssay by The Scripps Research Institute Molecular Screening Center.
